High-throughput results (PubChem)
D3 ag: D3 dopamine receptor (human) agonism; max activation, %; D3R DiscoveRx beta-arrestin cells, luminescence, 90 min; P35462; 410,000 tested, 0.58% active; in the data active means max activation above about 30%; further: 0% is about no effect; mostly tested at two doses, the higher about 12 µM
Target sequence (P35462 whole entry, looked up): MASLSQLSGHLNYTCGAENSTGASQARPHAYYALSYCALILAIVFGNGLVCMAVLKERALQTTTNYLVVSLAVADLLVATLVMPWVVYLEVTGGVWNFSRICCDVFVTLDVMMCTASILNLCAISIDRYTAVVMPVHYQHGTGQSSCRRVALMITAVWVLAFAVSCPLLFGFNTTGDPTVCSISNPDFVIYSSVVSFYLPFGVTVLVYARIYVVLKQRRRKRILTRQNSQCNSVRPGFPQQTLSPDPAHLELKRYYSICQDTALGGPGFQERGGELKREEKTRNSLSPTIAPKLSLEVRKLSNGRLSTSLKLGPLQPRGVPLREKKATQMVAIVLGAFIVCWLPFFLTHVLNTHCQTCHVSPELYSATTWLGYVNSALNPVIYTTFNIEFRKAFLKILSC
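Cells at 1500/well, incubated overnight, then treated with pinned compounds (dopamine as control) for 90 min at 37 degrees C. DiscoveRx reagent added for 30 - 60 minutes at room temperature; luminescence read.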
EPAC2 ag: activates human EPAC2 exchange factor; Q8WZA2; EPAC2 activation, biochemical qHTS; response scale: 100% = 6.5 mM cAMP response; Potency, µM (top dose mostly 154 µM), for inactives: top-dose activation, hits mostly activators; 360,000 tested, 0.079% active; further: potency means the concentration at half of the fitted maximal effect; nearly all actives have a fitted effect of over 50% in size
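qHTS, titration series. 100 nM EPAC2 / 250 nM Rap1B-BODIPY-GDP / 50 uM GDP; RT; ex 480/em 540 nm, 5-min reads to 30 min. Norm. to 6.5 mM cAMP = activation.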
Abeta rescue: restores growth of yeast expressing A-beta42 peptide; yeast expressing A-beta42, growth rescue, OD600, 48 h; response scale: 0% DMSO, 100% iron-clioquinol control; Potency, µM (highest dose often 46.1 µM), for the others: at the top dose growth rescue, most hits filed as activators; 410,000 tested, 0.063% active; AID 1347071; further: potency means the concentration at half of the fitted maximal effect; nearly all actives have a fitted effect of over 55% in size
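Growth rescue measured by 600 nm absorbance after 48 h yeast culture at 30 C with compound. Values normalized between DMSO and an equimolar ferric chloride plus clioquinol control.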
TDP43 rescue: rescues yeast growth from TDP-43 toxicity. TDP-43 expressing yeast growth rescue, BacTiter-Glo, 24 h. Potency, µM (highest dose often 46.1 µM), for the others: top-dose growth rescue (activation), most hits filed as activators. 410,000 tested, 1.8% active. AID 652104; further: potency means the concentration at half of the fitted maximal effect; % of control where 0% means no effect; nearly all actives have a fitted effect of over 50% in size
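In this qHTS, compounds that restore growth of yeast expressing TDP-43 appear as activators. Cells (OD600=0.02, galactose medium, raffinose-pregrown) are incubated with compound 24 hr at 30 deg C and growth is quantified by BacTiter-Glo.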
D3 antag: blocks the human D3 dopamine receptor; max response, negative = inhibition, %; 360,000 tested, 2.5% active; P35462; D3R cells, DiscoveRx beta-arrestin luminescence, antagonist mode; hits give low values; in the data active means max response below about -50%; inconclusive means no clear call, values can overlap the other calls; further: on the % scale 0 is the no-effect control and ±100 the full control effect; mostly tested at two doses, the higher about 12 µM
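Cells expressing the human receptor were seeded at 1500 cells/well, incubated overnight at 37 degrees C in 5% CO2, then exposed to library compounds with dopamine controls for 90 minutes at 37 degrees C before luminescent detection.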
EPAC2 antagonist: EPAC2 (human) antagonism; Q8WZA2; EPAC2 GEF exchange of Rap1B-BODIPY-GDP, fluorescence; Potency, µM (series often up to 114 µM), for the others: at the highest dose activity, negative = inhibition, usual class: inhibitors; 360,000 tested, 0.18% active; further: potency means the concentration at half of the fitted maximal effect; on the % scale 0 is the no-effect control and ±100 the full control effect; nearly all actives have a fitted effect of over 45% in size; many of its hits are not listed in these tables
aSyn rescue: rescues yeast growth from alpha-synuclein toxicity. Yeast expressing alpha-synuclein, growth rescue, BacTiter-Glo, 24 h. Potency, µM (series often up to 46.1 µM), inactives show at the highest dose growth rescue (activation), usual class: activators. 370,000 tested, 0.14% active. AID 652106; further: potency means the concentration at half of the fitted maximal effect; % of control where 0% means no effect; nearly all actives have a fitted effect of over 65% in size
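Readout is rescue of growth in alpha-synuclein-expressing yeast, so inhibitors of toxicity appear as activators. Growth after 24 hr at 30 deg C in galactose medium is quantified by luminescence.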
FUS yeast rescue: rescues growth of FUS-expressing yeast; S. cerevisiae FUS-expressing, growth rescue, OD600, 24 h; Potency, µM (top dose mostly 76.6 µM), without a hit: top-dose growth rescue (activation), most hits filed as activators; 390,000 tested, 0.24% active; AID 1347120;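 further: potency means the concentration at half of the fitted maximal effect; plate controls were DMSO vehicle for no effect and reference control for full effect; nearly all actives have a fitted effect of over 55% in size; some results filed as inactive show a strong effect at the top dose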
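Galactose (2%) drives FUS expression in yeast precultured in raffinose; seeding density OD 0.005. Test compounds incubated 24hr at 30C and 99% humidity before absorbance at 600 nm was measured.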
Starred values were filed as active, the others as inactive; ? = inconclusive; nt = no result given; [ ] = another dose, or the depositor's remark. Unless noted, the call rests on the fitted dose curve; in most records, active means well fitted curve in the direction sought with a large enough effect; inconclusive means small, poorly fitted or top-dose-only effect, or another doubt; inactive means no such curve, though single readings can be large; an effect the other way counts as inactive or inconclusive.

SMILES | D3 ag | EPAC2 ag | Abeta rescue | TDP43 rescue | D3 antag | EPAC2 antagonist | aSyn rescue | FUS yeast rescue
CCOc1ccc(OCC)c(NC(=O)CSc2nc3ccccc3c(=O)n2C)c1 | 12 | -4% | -11% | 13% | 17 | 6% | 7% | 10%
CCCCn1c(N)c(N(CC(C)C)C(=O)c2cnccn2)c(=O)[nH]c1=O | 1 | 5% | -6% | -18% | 4 | 11% | 6% | 59%
N#C/C(=C\c1ccccc1)c1ccccn1 | 2 | 11% | -2% | 15% | -17 | 16% | -1% | -16%
CCc1ccc(C(=O)Nc2cccc(-c3nn[nH]n3)c2)s1 | 17 | -2% | 0% | 7% | -10 | -4% | 2% | 4%
CCCN(CC1CC1)C(=O)Nc1ccccc1C | 8 | 6% | 34% | 20% | 0 | 4% | 4% | -8%
Cc1ccc(C(=O)OCC(=O)Nc2ccc(C(N)=O)cc2)s1 | 3 | 13% | -9% | -13% | 4 | 10% | -2%[1.84 µM] | 6%
COCCn1cnc2c1c(=O)n(CC(=O)Nc1cc(C)on1)c(=O)n2Cc1ccccc1 | 11 | -1% | 12% | 10% | 0 | 15% | 4% | -8%
COc1ccc([C@H]2CC(=O)C=C(c3ccc(Br)c4ccccc34)C2)cc1 | 5 | 8% | 17% | 16% | 4 | 0% | 13% | 14%
COc1ccc(CCNC(=O)C2CCCN(S(=O)(=O)c3cccc4nonc34)C2)cc1OC (stereo unspecified) | -6 | ? | 14% | 6% | -9 | -2% | 4% | -6%
CC(C)Sc1n[nH]c(=O)n1-c1ccccc1 | 4 | 7% | 3% | 1% | 0 | -6% | -4% | -4%
COc1ccccc1N1CCN(Cc2ccc(OC)c(OC)c2OC)CC1 | -9 | 6% | -6% | -3% | -51* | 5% | nt | 0%
CC1=C(C(=O)N2CCOCC2)CC(CC(=O)NCCCN(C)C)C(=O)N1Cc1ccc(C(C)(C)C)cc1 (stereo unspecified) | 3 | 7% | -5% | 22% | 35 | 10% | -14% | -16%
CCOC(=O)c1c(C)[nH]c(CCC(=O)NCc2ccc(F)cc2)c1C | 2 | nt | 2% | 22% | nt | nt | nt | 6%
OC(c1ccccc1)(c1nc(/C=C/c2ccc(C(F)(F)F)cc2)cs1)C(F)(F)F (stereo unspecified) | -10 | -15% | -8% | -54%[inhibitor] | -7 | ? | -1% | 36%
Cc1cccn2c(=O)cc(CSc3nnc(NC(=O)c4ccc(F)cc4)s3)nc12 | -6 | nt | 0% | 20% | nt | nt | nt | -21%
COc1cccc(C(=O)Nc2ccc3nc(SCC(=O)N4CCOCC4)sc3c2)c1 | 3 | nt | 1% | 5% | nt | nt | nt | ?
COc1cccc(CN(C)C(=O)c2cccc(S(=O)(=O)N3CCN(c4ccccc4)CC3)c2)c1 | 13 | 15% | 3% | 27% | -15 | -7% | 15% | ?
CCCn1nc(NC(=O)c2ccco2)c2cc3ccccc3nc21 | -1 | 17% | 3% | 5% | -2 | -14% | -11% | 8%
FC(F)Sc1ccc(-n2cc(-c3ccccc3)[n+]3c2CCC3)cc1 | -7 | -1% | 0% | 11% | -16 | 10% | 5% | nt
C[C@H](CO)N1C[C@H](C)[C@@H](CN(C)C(=O)Nc2ccc(C(F)(F)F)cc2)Oc2c(NC(=O)NC3CCCCC3)cccc2C1=O | 1 | -9% | -20% | -2% | -20 | -27% | 7% | 28µM*

Entries of single compounds from above.
CCCn1nc(NC(=O)c2ccco2)c2cc3ccccc3nc21 is listed as D3 ag = -1; EPAC2 ag = 17%; Abeta rescue = 3%; TDP43 rescue = 5%; D3 antag = -2; EPAC2 antagonist = -14%; aSyn rescue = -11%; FUS yeast rescue = 8%
CCOC(=O)c1c(C)[nH]c(CCC(=O)NCc2ccc(F)cc2)c1C is listed as D3 ag = 2; EPAC2 ag = nt; Abeta rescue = 2%; TDP43 rescue = 22%; D3 antag = nt; EPAC2 antagonist = nt; aSyn rescue = nt; FUS yeast rescue = 6%

Carrying on.
SMILES | D3 ag | EPAC2 ag | Abeta rescue | TDP43 rescue | D3 antag | EPAC2 antagonist | aSyn rescue | FUS yeast rescue
CCOc1ccccc1NC(=O)CSc1nc(=O)n(Cc2ccncc2)c2c1CCC2 | -2 | 0% | 9% | 11% | 6 | 15% | 1% | 14%
Cc1ccn2c(Nc3ccc4c(c3)OCCO4)c(-c3ccc(C)s3)nc2c1 | 6 | nt | -14% | -9% | nt | nt | -11% | 20%
N#C/C(=C\c1ccc(O)c(O)c1)C(=O)N1CCCC1 | 7 | 4% | -10% | 9% | 2 | 3% | 3% | 20%
COc1cccc(NC(=O)CSc2nc3c(oc4ccccc43)c(=O)[nH]2)c1 | 10 | 2% | -9% | 5% | 3 | 6% | 0% | nt
Cc1cccc(N2CCN(C(=O)CS(=O)(=O)Cc3nc(-c4ccccc4F)oc3C)CC2C)c1 (stereo unspecified) | 5 | 19% | 22% | 19% | 8 | -14% | 9% | 32µM*
O=C(NC1CCCCCC1)c1ccc2nc3cc(Cl)ccc3c(=O)n2c1 | 7 | -6% | -3% | -10% | 6 | 5% | 6% | 6%
Cc1ccc(S(=O)(=O)CCC(=O)OC(C)C(=O)c2c(C)[nH]c3ccccc23)cc1 (stereo unspecified) | 1 | 3% | -24% | 0% | -6 | 20% | 5% | nt
O=C(Cc1ccc(Br)cc1)N1CCN(c2ccccc2)CC1 | 1 | 2% | 2% | ? | 3 | -2% | 5% | 20%
Nc1nnc(CC(=O)N/N=C/c2cc([N+](=O)[O-])cc(Br)c2O)s1 | -19 | -2% | -35%[inhibitor] | 10% | -109* | -1% | -23% | nt
Cc1ccc(SCC(=O)NCCCN2CCOCC2)cc1 | -7 | 8% | 2% | 15% | 0 | -1% | -3% | -6%
COc1ccccc1-c1cc(C(F)(F)F)nc(S(=O)(=O)CCCC(=O)Nc2cccnc2Cl)n1 | -15 | 13% | -4% | 13µM* | -52* | -21% | 0% | 23%
N#C/C(=C\c1cn[nH]c1-c1ccccc1)C(=O)NC1CCCCCC1 | -22 | 11% | -7% | -3% | -26 | -17% | -1% | ?
CC(C)NC(=S)NCc1cccs1 | -2 | 10% | -8% | 9% | -8 | 3% | -1% | -35%
COc1ccc(C(CNC(=O)C(C)Oc2ccc(Br)cc2)N2CCOCC2)cc1 (stereo unspecified) | -28 | 8% | 11% | 16% | -69* | 9% | 3% | 2%
Cc1cc(C)nc(N2CCCC(C(=O)Nc3ccc(F)cc3)C2)n1 (stereo unspecified) | -13 | 4% | -4% | -18% | -7 | -7% | -3% | 8%
COc1ccc(CCC(=O)NCc2nc3cccnc3n2Cc2ccc(F)cc2)cc1 | -8 | nt | -38% | 0% | nt | nt | nt | 7%
COc1ccccc1NC(=S)N(Cc1ccc(C)cc1)Cc1ccccn1 | -1 | -1% | 9% | -2% | 1 | -10% | 5% | 7%
O=C(COC(=O)Cc1n[nH]c(=O)c2ccccc12)NNC(=O)c1ccc(Cl)cc1 | -26 | -1% | 0% | 18% | -131* | 2% | 5% | nt
Cc1ccc(Nc2ccc([N+](=O)[O-])cn2)cc1Cl | 1 | -2% | 31% | 0.89µM* | 5 | 0% | 0% | -12%
COc1ccc(CCNC(=O)Cn2c(=O)n(-c3ccc(F)cc3)c(=O)c3sccc32)cc1OC | 7 | 9% | 6% | 4% | 67 | 0% | 0.56µM* | -2%
O=C(CSc1nc(COc2ccccc2)nc2ccccc12)NC1CCCC1 | -2 | 3% | -2% | 0% | -17 | -21% | 19% | 22%
Cc1ccc(S(=O)(=O)CC(=O)N(CCCN2CCOCC2)c2nc3c(F)cccc3s2)cc1 | -13 | 16% | 3% | -7% | 2 | -5% | 0% | 3%
Cc1nc2sc(-c3ccccc3)cc2c(=O)[nH]1 | 10 | 8% | -8% | -6% | 16 | 1% | -31%[inhibitor] | 4%
Cc1ccc(NC(=O)C2CC(=O)n3ncnc3N2)cc1 (stereo unspecified) | 22 | 6% | 9% | -18% | -12 | 7% | 1% | 2%
COc1ccc(CN(C)C(=O)Cn2cc(C)c(=O)[nH]c2=O)cc1OC | 25 | 1% | -10% | 3% | 8 | -15% | 1% | -30%
COc1cc([N+](=O)[O-])ccc1N=Nc1c(N)[nH]n(-c2ccccc2)c1=O | -9 | 11% | -18% | 13% | -18 | -7% | -3% | -5%
Cc1nc2c(-c3ccccc3)c(C)nn2c(C)c1CCC(=O)NCc1ccccc1 | 4 | nt | 10% | 14% | nt | nt | nt | -9%
O=C1CCCCCC1C1(O)C(=O)Nc2ccc(Br)cc21 (stereo unspecified) | -1 | -1% | 13% | 9% | 2 | 5% | 0% | -3%
O=C(O)c1cccc(CSc2nnc(-c3ccco3)o2)c1 | -1 | 4% | 20% | 15% | 1 | 3% | 1% | -1%
CCc1ccccc1N(C)C(=O)C1CCCN(c2ncnc3onc(-c4ccc(F)cc4)c23)C1 (stereo unspecified) | 5 | nt | 9% | 14% | nt | nt | nt | -25%
CC(=O)/C(C(=N)N1CCN(C(c2ccccc2)c2ccccc2)CC1)=C(\C)O | -11 | 7% | -2% | 2% | ? | 18% | 0% | -1%
CCn1c(SCC(N)=O)nnc1-c1ccc2[nH]c(C)c(C)c2c1 | 1 | 3% | -3% | 4% | -7 | 0% | 2% | 15%
Cc1nc(N)nc2c1CCCC2 | -13 | 0%[15.6 µM] | 0% | -5% | -5 | 1% | -1% | -29%
CC1CCN(c2nc(CN3CCCCC3)nc3scc(-c4ccccc4)c23)CC1 | -14 | 3% | -2% | -11% | -4 | -5% | 0% | 18%
CCc1nc2ccc(C(=O)NCc3ccc(N(C)C)cc3)cc2nc1CC | 7 | nt | 1% | 7% | nt | nt | nt | ?
O=C(NCC1COCCO1)c1ccc2nc(Cc3cccc(Cl)c3)oc2c1 (stereo unspecified) | 4 | -5% | -2% | 11% | 8 | 0% | -2% | 10%
C=C(C)Cc1c(C)nc(-c2ccccc2)[nH]c1=O | -2 | 2% | -12% | 17% | 22 | 3% | -6% | 0%
CC/C(O)=C1\C(=O)CC(c2ccccc2)CC1=NCCc1c(C)[nH]c2ccc(C)cc12 (stereo unspecified) | -5 | -10% | 7% | 17% | -11 | -1% | 1% | -18%
O=C1c2cccnc2C(=O)N1Cc1ccco1 | -1 | 12% | -2% | -10% | 10 | -1% | -1% | -3%

A portion of the library; the hit share may differ from the screen's.
